# From PubChem
# A3A deaminase: human APOBEC3A DNA deaminase inhibition; recombinant A3A, FAM/TAMRA ssDNA deamination fluorescence; inhibition, % at 20 µM; 330,000 compounds, 0.41% hits; AID 493011;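 active = at least 40% inhibition at 20 µM here, with at most 30% in a related deaminase screen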;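 also: plate controls were A3A with DMSO for no effect and wells lacking A3A enzyme for full effect; some results filed as inactive read as strong as hits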
# Target sequence (P31941 whole entry, looked up): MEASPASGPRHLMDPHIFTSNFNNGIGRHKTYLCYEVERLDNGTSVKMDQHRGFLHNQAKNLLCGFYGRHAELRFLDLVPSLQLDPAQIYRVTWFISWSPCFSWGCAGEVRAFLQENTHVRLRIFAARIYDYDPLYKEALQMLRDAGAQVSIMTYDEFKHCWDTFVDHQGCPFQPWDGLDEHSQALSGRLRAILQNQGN
# tim10-1 inh: tim10-1 yeast growth inhibition. S. cerevisiae tim10-1 ts strain growth, BacTiter-Glo, 24 h. inhibition, % at 20 µM. 330,000 compounds, 2.2% hits. AID 463190;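 active = inhibition of at least 40%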;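 also: mutant grown at 25 °C; 0% = DMSO wells with yeast and 100% = wells holding no yeast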
# A3G deaminase: APOBEC3G (human) deaminase inhibition; 330,000 compounds, 0.28% hits; Q9HC16; AID 493012; recombinant A3G, ssDNA deamination FAM/TAMRA fluorescence; inhibition, % at 20 µM;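 active = inhibition of at least 40% at 20 µM, with no more than 30% in the related APOBEC3A deaminase screen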;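 also: plate controls were DMSO wells with A3G for no effect and wells lacking A3G enzyme for full effect; some compounds called inactive have numbers as strong as hits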
# Target sequence (Q9HC16 whole entry, looked up): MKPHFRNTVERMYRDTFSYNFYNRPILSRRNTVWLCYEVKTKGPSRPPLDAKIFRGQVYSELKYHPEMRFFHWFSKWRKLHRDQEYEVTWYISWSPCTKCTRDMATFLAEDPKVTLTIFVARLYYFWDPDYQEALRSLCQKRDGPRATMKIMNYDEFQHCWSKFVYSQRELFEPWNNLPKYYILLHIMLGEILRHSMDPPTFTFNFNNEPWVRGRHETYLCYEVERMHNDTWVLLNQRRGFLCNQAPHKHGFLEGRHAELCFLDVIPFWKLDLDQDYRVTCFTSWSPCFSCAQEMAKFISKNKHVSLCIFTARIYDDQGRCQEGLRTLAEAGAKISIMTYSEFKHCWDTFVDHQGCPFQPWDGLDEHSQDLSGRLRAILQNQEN
# TIM10 inh: inhibits growth of TIM10 yeast strain; inhibition, % at 10 µM; S. cerevisiae TIM10 strain growth, BacTiter-Glo luminescence, 24 h; 330,000 compounds, 1.4% hits;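 active = inhibition of 40% or more at the single tested concentration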;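 also: wild-type TIM10 isogenic control strain grown at permissive 25 °C; 0% = DMSO yeast wells and 100% = minimal medium wells without yeast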
# mIAP block: mouse IAP inhibition. purified mouse IAP, CDP-Star luminescence, 30 min. 330,000 compounds, 0.2% hits. AID 2806. inhibition, % at 10 µM;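 active = inhibition of at least 40% at 10 µM in the primary screen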;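 also: plate controls were DMSO with enzyme for no effect and no enzyme wells for full effect; values of inactives mirror those of a sister screen read the other way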
# mIAP act: increases mouse intestinal alkaline phosphatase activity; muIAP, CDP-Star luminescence, 30 min; hits give high values; 1 = vehicle-only enzyme signal, 0 = enzyme-free wells; activation factor at 10 µM; 330,000 compounds, 0.24% hits; AID 2805;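 active = activation factor of at least 2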; also: the source names both 10 and 20 µM as test concentration; values of inactives mirror those of a sister screen read the other way
#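 System: mouse IAP enzyme. Reagent: CDP-Star chemiluminescent phosphatase substrate. Benchmarks: DMSO wells, no-enzyme wells. Times: 30 min enzyme-substrate-compound incubation at room temperature. Detection: luminescence from enzymatic CDP-Star hydrolysis. Doses: test compounds delivered from DMSO solution.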
# hIAP inh: human IAP inhibition; P09923; purified IAP, CDP-Star luminescence, 30 min; inhibition, % at 10 µM; 330,000 compounds, 0.12% hits;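 active = inhibition reaching a set limit with compound at 10 µM in the primary screen, cut at about 35% in these data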;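 also: plate controls were DMSO wells with enzyme for no effect and no-enzyme buffer wells for full effect; values of inactives mirror those of a sister screen read the other way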
# MIN6 prolif: inducers of beta-cell replication in MIN6 cells; AID 2380; 330,000 compounds, 0.29% hits; MIN6 cells proliferation, ATPlite luminescence, 48 h; cells starved in 0.2% serum; 100% = growth in 10% serum; proliferation, % at 10 µM;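 active = compounds whose signal lies at least 3.5 SD above the mean of all wells on their plate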;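 also: 0% = DMSO-treated cells in low-serum medium and 100% = 10% serum control; some compounds called inactive have numbers as strong as hits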
# NALP3 yeast inh: inhibitors of NALP3 inflammasome in yeast | 330,000 compounds, 0.39% hits | Yeast reconstituted NLRP3/ASC/caspase-1, beta-gal luminescence, 24 h | inhibition, % at 10 µM;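 active = inhibition of 50% or more; inactive = inhibition below 50%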;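 also: plate controls were induced DMSO wells for no effect and uninduced yeast grown without galactose for full effect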
# The depositor's hits bear a star.
SMILES,A3A deaminase,tim10-1 inh,A3G deaminase,TIM10 inh,mIAP block,mIAP act,hIAP inh,MIN6 prolif,NALP3 yeast inh
CC(=O)c1ccc(NC(=O)/C(=C\c2ccccc2)NC(=O)c2ccco2)cc1,-5,13,-5,15,-2,1,5,-1,14
Cc1ccc(O)c(C2=NNC(c3ccc(Cl)cc3)C2)c1 (stereo not drawn),-9,23,-9,20,6,0.94,-14,-5,4
CC(C)(O)C(=O)NN(C(=O)c1ccccc1)c1cccc(Br)c1,-4,11,-8,1,-11,1.1,-15,1,10
O=C(c1cccc(Br)c1)N1CCN(C2=NS(=O)(=O)c3ccccc32)CC1,-4,14,-8,1,9,0.91,-13,4,24
COc1cc(OC)c(NS(=O)(=O)c2c(C)[nH]c(=O)[nH]c2=O)cc1Cl,-1,-11,-4,7,6,0.94,6,-3,2
CCN(CC)CCN1C(=O)C(O)=C(C(=O)c2sc(C)nc2C)C1c1cccnc1 (stereo not drawn),-5,9,-5,-7,-15,1.1,1,0,-3
O=C(CN1CCN(Cc2ccccc2)CC1)Nc1ccc(-n2cnnn2)cc1,-1,-1,-7,-19,-1,1,2,2,10
CC(=O)N1CCN(c2ccccc2NC(=O)Cc2ccc(Cl)cc2)CC1,1,26,-4,-3,17,0.83,-17,2,10
CC(C)NC(=O)c1cccc(Cn2cc(Cl)cn2)c1,-1,4,-2,7,-4,1,6,-2,3
COc1ccc(CCn2c(-c3ccc(C(C)(C)C)cc3)n[nH]c2=S)cc1OC,-3,17,-1,22,-6,1.1,-32,-2,42
CC(C(=O)N1CCc2ccccc2C1)N1C(=O)c2ccccc2C1=O (stereo not drawn),0,13,-4,4,2,0.98,6,-2,11
O=C(CSc1nnnn1C1CC1)N1CCN(c2cccc(Cl)c2)CC1,1,1,-7,3,2,0.98,0,-2,-2
Cc1cccc(N2CCC(N=CN(C)C)=N2)c1,-5,7,-3,3,-6,1.1,-15,-2,6
O=C(Nc1ccc(S(=O)(=O)N2CCCCC2)cc1)C1CC(=O)N(c2ccc(Cl)cc2)C1 (stereo not drawn),-1,24,-9,12,-3,1,5,-1,7
CCCn1nnc(NC(=O)c2cc(Br)cc(Br)c2OC)n1,0,34,1,-23,-5,1,-21,1,33
CCC(=O)Nc1cc2nn(-c3ccc(OC)cc3)nc2cc1C,-1,5,-5,-11,-4,1,-1,-3,19
Cc1ccc(Cn2c(SCC(=O)NCC3CCCO3)nc3c2c(=O)n(C)c(=O)n3C)cc1 (stereo not drawn),4,14,0,10,-2,1,-9,0,8
Cc1ccc(C(=O)COC(=O)c2cc(=O)[nH]c3ccccc23)cc1,-3,11,-5,13,-4,1,-4,-4,15
C=CCNc1nnc(C)c2ccccc12,-6,9,-9,6,-13,1.1,-18,0,-9
CCOc1ccccc1OCC(=O)NCc1ccco1,14,11,7,4,2,0.98,1,-1,8
Cn1c(SCC(=O)O)nc2ccccc2c1=O,3,15,9,5,-3,1,-19,-3,3
COc1ccc2c(c1)C(=O)Cc1ccccc1O2,-6,20,-5,2,-20,1.2,-10,-1,-1
CCCCC1(C)NC(=O)c2c(C)sc(C(=O)OCC)c2N1 (stereo not drawn),-3,-27,-6,-26,-1,1,3,-2,0
COc1cc(OC)cc(C(=O)NCCN2C(=O)S/C(=C\c3cccs3)C2=O)c1,-5,6,-12,5,4,0.96,-4,-5,-2
N#CCC(=O)Nc1ccc(C(=O)NCC2(N3CCOCC3)CCCCC2)cc1,-3,0,-2,8,10,0.9,-4,-2,19

# Reprinted from the part before: four entries, then new ones.
SMILES,A3A deaminase,tim10-1 inh,A3G deaminase,TIM10 inh,mIAP block,mIAP act,hIAP inh,MIN6 prolif,NALP3 yeast inh
COc1ccc2c(c1)C(=O)Cc1ccccc1O2,-6,20,-5,2,-20,1.2,-10,-1,-1
CCCCC1(C)NC(=O)c2c(C)sc(C(=O)OCC)c2N1 (stereo not drawn),-3,-27,-6,-26,-1,1,3,-2,0
COc1cc(OC)cc(C(=O)NCCN2C(=O)S/C(=C\c3cccs3)C2=O)c1,-5,6,-12,5,4,0.96,-4,-5,-2
N#CCC(=O)Nc1ccc(C(=O)NCC2(N3CCOCC3)CCCCC2)cc1,-3,0,-2,8,10,0.9,-4,-2,19
Clc1nc(-c2n[nH]nc2Cl)n[nH]1,0,4,-2,-22,2,0.98,-9,-1,7
O=C(CN1C(=O)c2ccc([N+](=O)[O-])cc2C1=O)NCC1CCCO1 (stereo not drawn),1,-7,-1,18,7,0.93,-3,5,2
Cc1ccc(S(=O)(=O)N2C(=O)C(C)SC2=Nc2ccccc2)cc1 (stereo not drawn),-1,5,-3,12,2,0.98,-6,-1,-2
Cc1ccc(S(=O)(=O)Nc2ccccc2CNc2ccc(Br)cn2)cc1,-1,22,0,7,-1,1,2,-3,-7
CCC1Oc2ccccc2N(CC(=O)NCC2CCCO2)C1=O (stereo not drawn),-1,-15,-6,-1,7,0.93,6,0,7
Cc1ccc2nsnc2c1NC(=O)c1ccc(-c2cc(Cl)ccc2Cl)o1,0,-55,-3,-7,10,0.9,11,-6,11
COc1ccc(CN2CC(C(=O)NCc3cccc(OC)c3)CC2=O)cc1 (stereo not drawn),0,10,1,-9,-16,1.2,-1,-2,-3
Cc1cc(C)cc(N(CC(=O)Nc2ccc(C)cc2Cl)S(=O)(=O)c2c(C)[nH]c(=O)[nH]c2=O)c1,1,4,1,-1,10,0.9,-2,1,9
COc1ccc(NC(=O)CSc2nc3cccnc3n2C)cc1,-4,2,-7,9,-8,1.1,-16,-4,44
C=CC[n+]1c(/C=C/c2ccc(OC(C)=O)c(OC)c2)ccc2ccccc21,9,57*,3,21,10,0.91,15,1,25
C#CCOCCOCCOCCNc1nc(N2CCN(C(=O)CCCCCCCCCCNC(=O)[C@H]([C@@H](C)CC)n3cc(CCCCN=C(N)N)nn3)CC2)nc(N2CCN(C(=O)CCCCCCCCCCNC(=O)[C@H](CCCN=C(N)N)n3cc(C[C@@H](C)CC)nn3)CC2)n1,-4,17,-4,4,-343,4.4*,-49,-8,29
COc1ccc(CCNS(=O)(=O)c2cccc(C(=O)O)c2)cc1OC,2,9,-1,-5,15,0.85,-4,-2,-5
COc1ccccc1Nc1nc(=O)[nH]nc1C,-1,-1,-3,-11,-7,1.1,-11,2,6
COc1ccc(NC(=O)C2CCCN(C)C2)cc1OCC(C)C (stereo not drawn),-3,6,-4,-3,0,1,4,-1,0
CON(C)C(=O)C[C@@H]1C[C@H](OC(=O)c2ccc([N+](=O)[O-])cc2)CN1C(=O)OC(C)(C)C,-4,4,-6,4,-3,1,4,3,11
CS(=O)(=O)N1CCN(c2ccccc2NC(=O)c2ccc([N+](=O)[O-])o2)CC1,0,38,-2,37,2,0.98,-4,-5,17
CCN(C(=O)COC(=O)c1cc(-c2ccccc2)nc2c1c(C)nn2-c1ccccc1)C1CCS(=O)(=O)C1 (stereo not drawn),0,25,1,6,11,0.89,-4,-2,22
O=C(COC(=O)Cn1cnc2ccccc2c1=O)Nc1ccccc1OC(F)F,-4,8,-5,0,8,0.92,-10,-2,3
Cc1onc(-c2ccccc2)c1C(=O)NC(C)c1ccccc1 (stereo not drawn),-1,18,-9,17,-8,1.1,-17,-2,-11
CN(NC(=O)COc1ccccc1)c1ccccc1,-6,8,-7,-8,6,0.94,-3,1,3
Cc1ccc(O)c(-c2cc(C(=O)NCc3ccc4c(c3)OCO4)[nH]n2)c1,-1,13,-7,-19,-31,1.3,-106,0,2
CCC(Cc1ccccc1)n1c(=S)[nH]c2ccccc2c1=O (stereo not drawn),-4,34,-7,50*,-3,1,0,-6,18
CSCCC(NC(=O)c1ccco1)C(=O)NCC(c1ccco1)N1CCCCC1 (stereo not drawn),-5,-10,-7,-7,12,0.88,8,3,21
COc1ccc(C(=O)Nc2ccc(N3CCN(c4ccc(OC)cc4)CC3)c(C#N)c2)cc1,-5,-10,-8,-33,-3,1,-3,-3,5
COc1ccc(CNC(=O)C(C)n2nc(C)c3c(C)n(-c4ccccc4)nc3c2=O)c(OC)c1 (stereo not drawn),-1,4,4,5,-11,1.1,1,0,7

# Arranged by number of heavy atoms (high to low): some entries from above.
SMILES,A3A deaminase,tim10-1 inh,A3G deaminase,TIM10 inh,mIAP block,mIAP act,hIAP inh,MIN6 prolif,NALP3 yeast inh
COc1ccc(CNC(=O)C(C)n2nc(C)c3c(C)n(-c4ccccc4)nc3c2=O)c(OC)c1 (stereo not drawn),-1,4,4,5,-11,1.1,1,0,7
CON(C)C(=O)C[C@@H]1C[C@H](OC(=O)c2ccc([N+](=O)[O-])cc2)CN1C(=O)OC(C)(C)C,-4,4,-6,4,-3,1,4,3,11
COc1ccc(NC(=O)CSc2nc3cccnc3n2C)cc1,-4,2,-7,9,-8,1.1,-16,-4,44

# Following part
SMILES,A3A deaminase,tim10-1 inh,A3G deaminase,TIM10 inh,mIAP block,mIAP act,hIAP inh,MIN6 prolif,NALP3 yeast inh
COc1ccc(C(=O)CSc2nnc(CNC(=O)c3ccccc3)o2)cc1,-1,18,0,2,-1,1,7,-2,4
Cc1cccc2cc(/C=N/NC(=O)c3ccccc3O)c(Cl)nc12,1,1,-8,-27,14,0.86,10,-6,20
Cn1ncc(Br)c1NC(=O)Nc1ccccc1,2,2,4,-16,-10,1.1,-2,3,25
CN1CCN(C(=O)c2cccn(Cc3ccc(C(F)(F)F)cc3)c2=O)CC1,-5,10,-9,-4,-3,1,-10,-3,0
O=C(NCc1ccccn1)c1cccs1,-4,8,-3,-5,-9,1.1,-18,-3,17
O=C(COc1ccccc1Cl)NCCNC(=O)c1ccncc1,-5,-26,-12,10,2,0.97,-8,5,17
